Growth percent in the NCI-60 one-dose screen (48 h, 10 µM unless noted): 100 = growth as untreated, 0 = no growth, -100 = all killed.
A549/ATCC: A549/ATCC NSCLC; 3.7% of 81,000 active
EKVX: EKVX NSCLC. 3% of 71,000 active. AID 1794765
M14: M14 melanoma; 6.2% of 80,000 active
CCRF-CEM: CCRF-CEM leukemia. 7% of 77,000 active. AID 1794778
LOX IMVI: LOX IMVI melanoma | 7.4% of 79,000 active
HOP-92: HOP-92 NSCLC cells. 6.3% of 71,000 active
HOP-62: HOP-62 NSCLC; AID 1794735; 3.9% of 80,000 active
SK-MEL-5: SK-MEL-5 melanoma; AID 1794755; 6.4% of 80,000 active
* marks the source's active call; other numbers are inactive results; . = not tested or not shown. How the source made its calls: active means growth percent below 10; inactive means the rest.

SMILES	A549/ATCC	EKVX	M14	CCRF-CEM	LOX IMVI	HOP-92	HOP-62	SK-MEL-5
O=C1N=C(c2c(-c3[nH]c(=O)c4ccc(Br)cc4c3O)c(O)c3ccccc3c2O)C(=O)c2cc(Br)ccc21	-32.2*	.	-31.9*	25.3	-67.5*	-13.2*	-52.9*	-9.1*
O=C(Cc1ccccc1)Nc1cccc(-c2nc3ccccc3c(=O)[nH]2)c1	93.1	100.9	98.7	96.9	101.6	71.0	94.5	98.1
Clc1ccccc1N=Cc1ccc2c(c1)OCO2	98.2	99.7	103.2	88.8	98.9	.	109.5	107.0
Cc1ccc(C(=O)OCC(=O)Nc2ncc(Cl)c(C)c2Cl)s1	106.0	90.9	106.2	61.2	93.9	80.8	100.7	102.0
C#CCN1C(=O)CN(/N=C/c2ccc([N+](=O)[O-])o2)C1=O	98.4	98.3	100.5	100.5	85.3	96.2	108.8	.
COc1ccc([C@H]2c3[nH]c4ccccc4c3C[C@@H]3C(=O)N(C4CCN(Cc5c(F)cccc5F)CC4)CC(=O)N23)c(OC)c1	57.3	61.4	.	57.9	71.6	67.2	79.6	74.3
Oc1ccc(O)c(-[n+]2ccccc2)c1	83.8	104.8	103.0	101.2	95.7	92.6	94.2	97.7
CCN(CC)S(=O)(=O)c1cc(C(=O)Nc2sc3c(c2C(N)=O)CCC3)ccc1C	81.3	95.4	106.6	82.3	87.3	.	84.9	94.8
CC(=O)Oc1ccc(C(OC(C)=O)OC(C)=O)cc1	107.9	94.1	99.3	94.5	99.2	113.3	95.0	104.6
CCCCN(CCCC)CC(CN(CC)CC)OC(=O)Nc1ccccc1 (stereo not drawn)	92.9	91.7	80.9	98.1	87.7	75.0	75.4	100.2
Nc1nc(Nc2ccccn2)nn1Cc1cccc(Br)c1	86.7	83.0	92.5	80.3	94.8	91.8	99.7	63.2
CCOC(=O)c1ccc(-n2cnc(-c3ccc([N+](=O)[O-])cc3)c2)cc1	85.1	92.0	100.9	93.1	105.8	93.1	114.7	82.1
COc1cc(/C=C(/c2ccccc2)[N+](=O)[O-])c(OC)c2c1OCO2	5.8*	-10.5*	11.9	-6.3*	-87.6*	-49.2*	-19.6*	-40.9*
CC1(C)CC[C@]23CC[C@]4(C)[C@H](CC[C@@H]5[C@@]6(C)C/C(=C/c7ccccc7)C(=O)C(C)(C)[C@@H]6CC[C@]54C)[C@H]2[C@H]1OC3=O	98.0	87.7	87.5	92.1	.	81.4	99.3	98.4
[O-]/[N+](=C\c1c(Cl)cccc1Cl)CC1(O)CCCCC1	98.9	.	108.1	96.3	100.6	76.6	110.3	106.3
Cc1ccc2c(c1)=C(c1sc(=Nc3ccccc3)n(Cc3nc4ccccc4[nH]3)c1O)C(=O)N=2	80.0	.	90.4	51.4	68.8	.	48.6	97.3
COc1cccc(-c2nc3sccn3c2-c2ccnc(NCCNS(=O)(=O)c3c(Cl)cccc3Cl)c2)c1	47.1	55.6	57.7	31.1	58.6	43.0	88.4	26.0
O/N=C\c1ccc(/C=N/O)cc1	92.0	89.8	91.8	88.2	92.2	72.2	84.4	102.2
COc1cc(/C=C/C(=O)c2cccc(Nc3nc(Nc4ccccc4)nc(Nc4ccccc4)n3)c2)cc(OC)c1OC	59.5	66.1	78.5	6.6*	45.3	-48.2*	74.6	51.0
O=C(Nc1cc([N+](=O)[O-])c2[nH]c(=O)c3ccccc3c2c1)C(F)(F)F	62.0	67.1	107.2	72.8	68.0	112.4	.	91.0
Cc1ccccc1NC(=O)n1c(=O)cc(C)c2ccc(O)cc21	106.4	107.1	109.7	110.2	98.4	89.4	99.3	105.3
O=C(O)c1ccc(-c2nn(-c3ccc(C(=O)O)cc3)cc2/C=N/NC(=O)c2ccc(F)cc2)cc1	107.5	100.4	92.0	100.2	97.2	92.8	95.8	101.5
COc1ccccc1NS(=O)(=O)c1ccc2oc(SC(C)C)nc2c1	75.9	55.9	110.1	65.0	145.5	79.4	97.3	49.9
CC(C)CCN(CCC(C)C)CC(O)c1cc2c(c3ccccc13)CCCC2 (stereo not drawn)	73.3	73.0	89.3	65.6	51.9	40.2	85.6	72.7
C[C@@H]1CCC[C@H]1CC(N)C(=O)O (stereo partly drawn)	109.9	98.4	98.8	103.5	91.3	98.2	107.0	98.5

Part of the list above, field by field.
COc1ccccc1NS(=O)(=O)c1ccc2oc(SC(C)C)nc2c1
  A549/ATCC: 75.9; EKVX: 55.9; M14: 110.1; CCRF-CEM: 65.0; LOX IMVI: 145.5; HOP-92: 79.4; HOP-62: 97.3; SK-MEL-5: 49.9
CC(C)CCN(CCC(C)C)CC(O)c1cc2c(c3ccccc13)CCCC2 (stereo not drawn)
  A549/ATCC: 73.3; EKVX: 73.0; M14: 89.3; CCRF-CEM: 65.6; LOX IMVI: 51.9; HOP-92: 40.2; HOP-62: 85.6; SK-MEL-5: 72.7
C[C@@H]1CCC[C@H]1CC(N)C(=O)O (stereo partly drawn)
  A549/ATCC: 109.9; EKVX: 98.4; M14: 98.8; CCRF-CEM: 103.5; LOX IMVI: 91.3; HOP-92: 98.2; HOP-62: 107.0; SK-MEL-5: 98.5

Next part.
SMILES	A549/ATCC	EKVX	M14	CCRF-CEM	LOX IMVI	HOP-92	HOP-62	SK-MEL-5
COC(=O)CNC(=O)[C@H](Cc1ccccc1)NC(=O)[C@@H]1CCCN1C(=O)[C@H](Cc1ccccc1)NC(=O)[C@H](C)NC(=O)OCc1ccccc1	96.2	92.8	106.5	107.5	91.7	75.5	113.0	99.9
O=S(=O)(Cc1c[nH]c2ccccc12)c1ccccc1	103.9	.	110.4	96.5	103.3	95.3	104.1	97.4
COc1ccc2nc(-c3c(-c4ccccc4)nc4ncccn34)[nH]c2c1	97.8	.	107.1	.	.	111.0	107.9	95.6
Nc1nc2c(c3cnccc13)C(c1cccc(Cl)c1)Cc1cnccc1-2 (stereo not drawn)	13.6	24.2	1.1*	13.3	8.0*	33.1	.	-16.3*
Cn1c(=S)c2[nH]c(SCC3CCCO3)nc2n(C)c1=O (stereo not drawn)	108.6	.	108.5	93.4	98.3	94.4	124.1	113.0
O=C(CCc1nnc(Cn2ccnc2)o1)c1nc2ccccc2[nH]1	103.3	99.2	104.8	101.3	90.4	.	102.1	104.1
CC(C)OC(=O)[C@]12CCC(C)(C)C[C@H]1C1=CC[C@@H]3[C@@]4(C)C/C(=C/c5cnc[nH]5)C(=O)C(C)(C)[C@@H]4CC[C@@]3(C)[C@]1(C)CC2	100.0	.	106.5	92.8	.	97.5	105.5	102.2
COc1cc2oc(-c3cccc(C(=O)Nc4ccncc4)c3)cc(=O)c2c(OC)c1OC	89.8	.	.	57.1	75.8	40.9	86.0	71.5
C=CCNc1nc(-c2ccccc2)c(C2(O)C(=O)Nc3ccc([N+](=O)[O-])cc32)s1 (stereo not drawn)	95.7	101.1	89.6	88.2	96.4	65.0	99.7	91.5
C=CCn1c(C)nc2ccc(Nc3nc(N4CCOCC4)nc4ccccc34)cc21	99.5	94.8	101.7	.	96.8	110.5	115.0	99.9
O=[N+]([O-])c1ccccc1-c1ccccc1[N+](=O)[O-]	106.9	115.7	104.7	88.7	101.4	86.1	112.6	102.7
CC1CC(=O)N2CCc3cncn3C12C (stereo not drawn)	99.9	95.4	113.7	97.1	97.8	111.2	106.8	101.8
NC(N)=Nc1ccc(Oc2cccc(NC(N)=Nc3ccc(I)cc3F)c2)cc1	68.7	71.6	.	77.3	48.0	39.0	76.4	74.0
CC(=O)Nc1ccccn1	89.5	117.2	98.2	105.7	95.3	109.2	106.7	97.4
Cn1c(SCC(=O)c2ccccc2)nc2ccccc2c1=O	102.5	75.1	107.8	86.1	96.1	82.6	103.9	93.0
CNc1cc2nc3cc(NC)c(C)cc3cc2cc1C	-4.6*	-0.9*	24.8	40.9	6.5*	11.7	10.7	35.7
O=S(=O)(c1ccc(NC(=S)N2CCOCC2)cc1)N1CCCCC1	99.7	.	99.0	86.5	99.4	75.5	.	101.5
O=S(=O)(O)c1ccc(N/N=C/c2ccc(Cl)c(Cl)c2)cc1	94.8	108.2	108.7	118.0	88.8	97.8	109.5	99.7
COc1cc(-n2cc(-c3ccc(S(C)(=O)=O)cc3)n(C(C)=O)c2=O)cc(OC)c1OC	102.6	117.0	104.4	83.4	95.0	81.0	101.3	99.6
CC12OC(c3ccccc3)C(C)(OC1c1ccccc1)O2 (stereo not drawn)	98.7	82.6	100.5	88.7	98.7	103.5	104.1	79.7
O=C(c1ccccc1)c1c(/C=C/c2ccccc2)nc2ccccc2c1/C=C/c1cccs1	96.5	90.2	95.0	93.3	92.0	81.0	101.0	97.4
COc1ccc(-c2nn(-c3ccccc3)cc2-c2nc3ccccc3o2)cc1	94.8	100.6	111.0	72.1	82.9	117.9	101.2	93.7
C[N+](C)(C)CC(=O)N/N=C\c1ccccc1C(=O)O	100.8	95.7	112.5	104.6	97.9	.	106.8	107.0
O=C(Oc1ccc(-c2ccccc2)cc1)c1ccccc1	89.9	99.4	109.8	.	90.0	.	108.3	103.9
CC(C)CCC[C@@H](C)C1CCC2C3CCC4=C/C(=N/OCCN5CCOCC5)CC[C@]4(C)C3CC[C@@]21C (stereo partly drawn)	95.1	104.2	110.0	85.5	96.7	98.5	104.9	104.7
Next part
SMILES	A549/ATCC	EKVX	M14	CCRF-CEM	LOX IMVI	HOP-92	HOP-62	SK-MEL-5
COc1cccc(C(=O)OCC(O)C(=O)NC23CC4CC(CC(C4)C2)C3)c1 (stereo not drawn)	90.1	97.4	99.1	86.3	95.4	91.7	103.5	99.2
Cc1ccccc1NC(=O)c1sc2nc3c(cc2c1N)COCC3	96.4	89.1	98.7	109.4	95.5	110.0	118.2	99.6
N#Cc1c(N2CCCCC2)nc2sc3cc(Cl)ccc3n2c1=N	110.2	90.5	104.3	98.6	96.0	80.9	112.4	98.3
O=C1NC(=O)C2(N1)C(=O)c1cccc3cccc2c13 (stereo not drawn)	98.9	.	99.7	87.7	95.8	131.6	98.8	99.9
COC1OC2COC(c3ccccc3)OC2C(=O)C1NC(=O)c1ccccc1 (stereo not drawn)	105.4	79.5	99.8	97.7	90.1	79.3	86.9	108.1
O=C1/C(=C/c2ccc(-c3ccc(Cl)cc3)o2)SC(=S)N1CCc1ccc(O)cc1	17.6	80.5	38.2	13.5	75.1	55.3	46.8	94.5
CC12CCCCC1=C(Nc1ccc(F)cc1)C(=O)O2 (stereo not drawn)	61.0	.	55.4	57.4	78.3	29.5	71.9	44.5
C=CCc1cc(C(C)=O)cc(OC)c1O	95.8	100.0	105.1	106.1	100.2	124.5	122.1	.
C(CCCCCN1CCOCC1)CCCCN1CCOCC1	118.4	104.9	98.4	.	94.3	77.4	96.0	102.6
O=C(/C=C/c1c(-c2ccc(F)cc2)nc2sccn12)c1cc(F)cc(F)c1	115.1	97.4	.	140.2	96.2	59.7	111.3	89.2
Nc1cc(-c2ccccc2)nn1-c1cc(-c2ccccc2)no1	114.4	89.3	92.2	87.0	85.0	.	102.9	.
COc1cc2nc(-c3ccc(C(F)(F)F)cc3)cc(OCCCN3CCC(O)CC3)c2cc1OC	27.7	59.8	-55.9*	34.2	-74.4*	19.9	45.3	-56.3*
CC1(C)[C@@H]2CC[C@]1(C)[C@H](O)C2	86.1	102.7	103.2	99.1	98.2	94.2	97.3	104.0
O=C(Nc1cccc2ccccc12)NC1CC1	102.7	108.6	102.6	97.5	101.3	99.0	89.8	102.6
O=S(=O)(Nc1nc2ccccc2[nH]1)c1ccc2ccccc2c1	95.0	101.9	96.6	93.0	.	70.3	95.0	104.1
O=C1NC(=S)NC(=O)C1=Cc1ccc(Cl)c(Cl)c1	110.1	108.4	101.5	111.4	103.7	110.0	107.1	109.0
COc1c(B(O)O)cccc1-c1nc2c(F)cc3[nH]ncc3c2c2c1CCCC2	12.2	7.4*	11.3	13.9	-35.2*	14.4	9.8*	-26.3*
CCC(C#N)(CC)CC	109.6	.	108.5	.	100.8	126.3	109.0	108.7
CCCCN(CCCC)S(=O)(=O)c1ccc(C(=O)O)cc1	86.4	106.3	102.4	96.2	100.2	96.2	98.3	98.2
CCN1C(=O)/C(=C2\SC(=Nc3ccccc3)N(Nc3ccccc3)C2=O)c2ccccc21	100.1	100.3	106.8	93.3	100.1	83.2	90.5	95.9
COc1cc(/C=C/C(=O)c2nnn(-c3ccc([N+](=O)[O-])cc3)c2C)ccc1O	101.4	104.7	98.5	94.1	94.6	96.2	97.1	100.6
Cc1[nH]c(C(=O)Nc2nc3ccc(NC(=O)c4cccnc4)cc3s2)c(Cl)c1Cl	75.0	93.6	97.2	96.7	100.7	102.6	106.4	97.6
CCOC(=O)c1c(N2CCCC2)[nH]c(=O)c(C=Nc2ccc(OC)cc2)c1O	102.9	80.4	106.8	104.7	93.9	89.3	91.1	111.7
Nc1ccc(-c2cn3ccsc3n2)cc1	95.5	89.5	117.6	106.6	90.5	.	118.9	99.1
O=C(O)CCSc1nc2ccccc2s1	103.2	99.2	96.7	96.5	105.2	121.0	103.1	100.1
CC(C)C(=O)Nc1ccc(-c2nc(-c3cccc(O)c3)c(-c3ccnc(Br)c3)[nH]2)cc1	69.8	80.6	49.4	17.3	38.4	39.5	42.6	42.7
CCOC(=O)C1=C(c2ccccc2)N=C2SC=C(c3cccc([N+](=O)[O-])c3)N2C1c1ccc(Cl)cc1 (stereo not drawn)	100.0	96.8	100.8	98.1	89.1	88.2	98.9	99.3
O=C(CCCC(=O)Nc1ccc(Cn2nnc3cc(Cl)c(Cl)cc32)cc1)Nc1ccc(CN2N=NC3C=C(Cl)C(Cl)=CC32)cc1 (stereo not drawn)	74.5	75.6	87.2	68.1	78.8	64.7	.	89.8
COc1ccc(Cc2cnc(N)nc2N)cc1OC	101.4	114.6	108.1	101.7	97.0	90.1	.	101.5
COc1cc(C(=O)NN)cc(OC)c1OC	108.8	110.3	112.1	103.1	103.7	111.8	105.0	103.8

Screening data from PubChem BioAssay.
